Assay outcomes as filed in PubChem.
S1P2 ag: S1P2 (human) receptor agonism | S1P2-expressing cell line, agonist reporter read-out | activation, % at 4.5 µM | actives 0.46% (n = 97,000) | AID 729; in the data active = activation above about 16%;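 also: 0% = vehicle low control and 100% = maximal reference agonist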
Target sequence (O95136 whole entry, looked up): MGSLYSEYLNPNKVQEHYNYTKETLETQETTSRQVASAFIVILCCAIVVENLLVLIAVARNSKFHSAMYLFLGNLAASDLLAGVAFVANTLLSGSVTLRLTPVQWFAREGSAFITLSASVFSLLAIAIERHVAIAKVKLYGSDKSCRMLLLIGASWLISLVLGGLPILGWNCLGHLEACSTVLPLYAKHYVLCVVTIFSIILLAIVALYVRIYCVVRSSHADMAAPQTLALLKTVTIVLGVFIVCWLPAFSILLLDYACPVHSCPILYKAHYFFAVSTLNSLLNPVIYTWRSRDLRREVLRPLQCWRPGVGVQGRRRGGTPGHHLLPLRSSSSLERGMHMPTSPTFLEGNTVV
H69AR inhibit: blocks growth of human H69AR lung tumor cells; H69AR lung tumor viability, ATP luminescence, 72 h; stronger effect = lower value; viability, % at 10 µM; actives 6% (n = 85,000);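 active = viability at or below 40%; inactive = viability above 40%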;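 also: multidrug resistant small cell line overexpressing MRP-1 efflux transporter; 100% = mean luminescence of untreated control wells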
HUVEC prolif 384: blocks proliferation of human endothelial cells. actives 1.1% (n = 86,000). AID 648. viability, % at 10 µM (by protocol). HUVEC proliferation, CellTiter-Glo luminescence, 72 h; stronger effect = lower value;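 active = viability at or below 30%; inactive = viability above 30%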;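 also: 100% = median luminescence of DMSO-only cell control wells on each plate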
PostGolgi ctrl: inhibits growth of the yeast control strain; inhibition, % at 10 µM; actives 5% (n = 98,000); efflux-deficient yeast background strain, growth absorbance A615, 16 h
PostGolgi yeast: growth inhibition of a yeast mutant, post-Golgi transport screen. post-Golgi transport phenotypic cell assay. inhibition, % at 10 µM. actives 0.9% (n = 98,000);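 also: yeast cells grown in 1536-well plates; yeast grown about 18 h at 30C before absorbance read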
E coli WT exp: blocks growth of wild type E. coli BW25113; OD600 absorbance; growth inhibition, % at 100 µM; actives 0.15% (n = 98,000); AID 710;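 active = growth inhibition above about 50% at one test dose, limit read from the data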;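 also: growth measured after 20 h incubation at 37 °C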
DAT uptake mod: human DAT dopamine uptake with cocaine, either direction; actives 1.3% (n = 110,000); LLC-PK1 hDAT cells, [14C]-dopamine uptake with cocaine IC80; actives deviate in either direction; B-score at 10 µM; Q01959;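 active = Z score or B-score, a plate-position-corrected score, falls beyond the plate's 99.7% confidence bounds, in either direction; inactive = both scores lie inside the 99.7% bounds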;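 also: scored against the spread of the other compound wells on the same plate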
Target sequence (Q01959 whole entry, looked up): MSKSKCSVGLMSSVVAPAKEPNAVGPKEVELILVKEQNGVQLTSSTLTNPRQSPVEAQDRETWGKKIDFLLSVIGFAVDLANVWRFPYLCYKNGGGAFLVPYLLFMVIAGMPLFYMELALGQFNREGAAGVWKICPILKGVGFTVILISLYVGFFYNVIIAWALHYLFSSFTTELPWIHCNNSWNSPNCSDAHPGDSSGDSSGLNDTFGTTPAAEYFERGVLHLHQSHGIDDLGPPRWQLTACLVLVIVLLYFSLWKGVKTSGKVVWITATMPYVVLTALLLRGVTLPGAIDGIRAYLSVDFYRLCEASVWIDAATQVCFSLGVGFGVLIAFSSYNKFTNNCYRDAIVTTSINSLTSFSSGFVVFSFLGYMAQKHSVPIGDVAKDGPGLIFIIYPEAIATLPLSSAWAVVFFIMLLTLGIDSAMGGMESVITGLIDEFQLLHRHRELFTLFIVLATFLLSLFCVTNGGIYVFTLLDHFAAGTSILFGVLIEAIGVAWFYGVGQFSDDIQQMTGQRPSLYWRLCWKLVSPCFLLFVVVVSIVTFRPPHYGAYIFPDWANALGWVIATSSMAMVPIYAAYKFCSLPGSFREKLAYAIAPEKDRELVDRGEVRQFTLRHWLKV
S1P2 blocker: blocks the human S1P2 receptor | AID 736 | actives 0.21% (n = 97,000) | inhibition, % at 5 µM | cell-based S1P2 antagonist assay, inhibition at 5 uM | O95136; in the data active = inhibition above about 45%;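 also: CRE beta-lactamase reporter cells expressing human S1P2 stimulated with S1P; 0% = agonist at EC80 alone and 100% = agonist plus reference antagonist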
Fibroblast inh: blocks proliferation of human lung fibroblasts | LL 47 human lung fibroblast viability, ATP luminescence; stronger effect = lower value | viability, % at 10 µM | actives 1.1% (n = 85,000) | AID 719;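 active = viability at or below 50% in the single dose screen; inactive = viability above 50%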;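 also: compound exposure lasted 72 h before the ATP readout; 100% = median luminescence of untreated cell-only wells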
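Test system: LL 47 human lung fibroblasts; Quantity: 1,150 cells/well; Buffer or medium: IMEM plus 15% FBS; Dosing: tenfold compound dosing solution, DMSO at 0.1%; Timing: overnight cell rest, 72 h compound treatment at 37 °C; Detection: ATP-based CellTiter-Glo luminescent readout; Read-out basis: viability percentage against median untreated-cell control; Controls: cell-only wells, no compound.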
Numbers without * were called inactive. Rule as the data show it, unless noted: active = inhibition above about 30%; inactive = the rest.

For COc1ccccc1-c1nnc(SCC(=O)c2ccc(C3CCCCC3)cc2)n1Cc1ccco1 the results were S1P2 ag -4.4, H69AR inhibit 89.2, HUVEC prolif 384 54.3, PostGolgi ctrl 7.0, PostGolgi yeast 3.9, E coli WT exp -20.0, DAT uptake mod 0.414, S1P2 blocker 3.4 and Fibroblast inh 97.2.
Screening Cc1cc(C)cc(OCCCCCNCCO)c1 returned S1P2 ag -2.0, H69AR inhibit 93.7, HUVEC prolif 384 114.7, PostGolgi ctrl 6.2, PostGolgi yeast 0.7, E coli WT exp -1.0, DAT uptake mod 0.742, S1P2 blocker -8.5 and Fibroblast inh 101.8.
`O=C(c1ccco1)N1CCN(CC(O)Cn2c3ccccc3c3ccccc32)CC1` (configuration not stated) gave S1P2 ag -4.4, H69AR inhibit 58.7, HUVEC prolif 384 84.7, PostGolgi ctrl 13.8, PostGolgi yeast 1.6, E coli WT exp 1.0, DAT uptake mod 1.7, S1P2 blocker -16.5 and Fibroblast inh 94.3.
For CCC(c1nnnn1Cc1ccccc1)N(Cc1ccco1)Cc1cc2cc(OC)ccc2[nH]c1=O (configuration not stated) the results were S1P2 ag -3.5, H69AR inhibit 16.2*, HUVEC prolif 384 74.0, PostGolgi ctrl 40.6*, PostGolgi yeast -0.2, E coli WT exp -6.0, DAT uptake mod 3.4*, S1P2 blocker -0.9 and Fibroblast inh 84.1.
For Cc1ccc2oc(-c3ccc(NC(=O)c4cccnc4)cc3)nc2c1 the results were S1P2 ag -10.2, H69AR inhibit 70.6, HUVEC prolif 384 83.9, PostGolgi ctrl 65.9*, PostGolgi yeast -6.6, E coli WT exp -2.0, DAT uptake mod -0.356, S1P2 blocker 14.9 and Fibroblast inh 103.0.
For O=C(O)C1CCCCC1C(=O)Nc1cccc2ccccc12 (configuration not stated) the results were S1P2 ag -4.7, H69AR inhibit 83.1, HUVEC prolif 384 92.0, DAT uptake mod -1.07, S1P2 blocker 7.9 and Fibroblast inh 108.0.
For O=C(NC(NC(=S)Nc1ccc(Cl)cc1Cl)C(Cl)(Cl)Cl)c1cccc([N+](=O)[O-])c1 (configuration not stated) the results were S1P2 ag -4.5, PostGolgi ctrl 9.3, PostGolgi yeast 4.2, E coli WT exp 16.0, DAT uptake mod -1.21 and S1P2 blocker 32.6.
For OC(Cn1cncn1)c1ccc(Cl)cc1 (configuration not stated) the results were S1P2 ag -3.3, H69AR inhibit 97.0, HUVEC prolif 384 109.8, PostGolgi ctrl -4.7, PostGolgi yeast 4.4, E coli WT exp -3.0, DAT uptake mod 0.0552, S1P2 blocker 18.1 and Fibroblast inh 104.2.
Nc1cc(=O)nc(SCC(=O)N(C2CCCCC2)C2CCCCC2)n1-c1ccccc1 was read as S1P2 ag -3.9, PostGolgi ctrl -2.4, PostGolgi yeast 0.8, E coli WT exp -1.0, DAT uptake mod 1.4 and S1P2 blocker -4.0.
`CCN(CC)S(=O)(=O)c1ccc(Cl)c(C(=O)Nc2nncs2)c1` gave S1P2 ag -3.1, H69AR inhibit 94.3, HUVEC prolif 384 119.2, PostGolgi ctrl 6.2, PostGolgi yeast 9.3, E coli WT exp 5.0, DAT uptake mod -1.91, S1P2 blocker 8.4 and Fibroblast inh 107.6.
For O=C(Nc1ncc(Cc2cccc(Cl)c2)s1)C1CCCO1 (configuration not stated) the results were S1P2 ag -5.6, H69AR inhibit 92.0, HUVEC prolif 384 77.4, PostGolgi ctrl 12.2, PostGolgi yeast -9.3, E coli WT exp -5.0, DAT uptake mod 0.182, S1P2 blocker -8.0 and Fibroblast inh 95.4.
COC(=O)CSC1=C(C#N)C(c2ccc(F)cc2)CC(=O)N1 (configuration not stated) was read as S1P2 ag -2.9, H69AR inhibit 98.4, HUVEC prolif 384 92.5, PostGolgi ctrl 9.3, PostGolgi yeast -1.6, E coli WT exp 6.0, DAT uptake mod -0.0522, S1P2 blocker 12.5 and Fibroblast inh 99.2.
Screening CC1(C)NC(=O)N(CCCCOc2ccc3ccccc3c2Cl)C1=O returned S1P2 ag -0.4, H69AR inhibit 55.8, HUVEC prolif 384 63.9, PostGolgi ctrl 40.8*, PostGolgi yeast -2.5, E coli WT exp 0.0, DAT uptake mod 1.1, S1P2 blocker 0.1 and Fibroblast inh 84.7.
Screening CCOC(=O)CSc1nc2ccccc2c(=O)n1C1CCCC1 returned S1P2 ag -4.5, H69AR inhibit 98.9, HUVEC prolif 384 97.0, PostGolgi ctrl 28.0, PostGolgi yeast 1.5, E coli WT exp 10.0, DAT uptake mod -1.28, S1P2 blocker -44.4 and Fibroblast inh 90.7.
Screening CCOc1ccc(S(=O)(=O)N(C)CCO)cc1-c1nc2c(C(C)(C)C)nn(C)c2c(=O)[nH]1 returned S1P2 ag 11.5, H69AR inhibit 55.8, HUVEC prolif 384 70.7, PostGolgi ctrl 18.4, PostGolgi yeast -1.4, E coli WT exp -4.0, DAT uptake mod 1.58, S1P2 blocker -13.0 and Fibroblast inh 71.0.

For convenience, part of the list above.
`CCN(CC)S(=O)(=O)c1ccc(Cl)c(C(=O)Nc2nncs2)c1` gave S1P2 ag -3.1, H69AR inhibit 94.3, HUVEC prolif 384 119.2, PostGolgi ctrl 6.2, PostGolgi yeast 9.3, E coli WT exp 5.0, DAT uptake mod -1.91, S1P2 blocker 8.4 and Fibroblast inh 107.6.
For O=C(Nc1ncc(Cc2cccc(Cl)c2)s1)C1CCCO1 (configuration not stated) the results were S1P2 ag -5.6, H69AR inhibit 92.0, HUVEC prolif 384 77.4, PostGolgi ctrl 12.2, PostGolgi yeast -9.3, E coli WT exp -5.0, DAT uptake mod 0.182, S1P2 blocker -8.0 and Fibroblast inh 95.4.
COC(=O)CSC1=C(C#N)C(c2ccc(F)cc2)CC(=O)N1 (configuration not stated) was read as S1P2 ag -2.9, H69AR inhibit 98.4, HUVEC prolif 384 92.5, PostGolgi ctrl 9.3, PostGolgi yeast -1.6, E coli WT exp 6.0, DAT uptake mod -0.0522, S1P2 blocker 12.5 and Fibroblast inh 99.2.
Screening CC1(C)NC(=O)N(CCCCOc2ccc3ccccc3c2Cl)C1=O returned S1P2 ag -0.4, H69AR inhibit 55.8, HUVEC prolif 384 63.9, PostGolgi ctrl 40.8*, PostGolgi yeast -2.5, E coli WT exp 0.0, DAT uptake mod 1.1, S1P2 blocker 0.1 and Fibroblast inh 84.7.
Screening CCOC(=O)CSc1nc2ccccc2c(=O)n1C1CCCC1 returned S1P2 ag -4.5, H69AR inhibit 98.9, HUVEC prolif 384 97.0, PostGolgi ctrl 28.0, PostGolgi yeast 1.5, E coli WT exp 10.0, DAT uptake mod -1.28, S1P2 blocker -44.4 and Fibroblast inh 90.7.
Screening CCOc1ccc(S(=O)(=O)N(C)CCO)cc1-c1nc2c(C(C)(C)C)nn(C)c2c(=O)[nH]1 returned S1P2 ag 11.5, H69AR inhibit 55.8, HUVEC prolif 384 70.7, PostGolgi ctrl 18.4, PostGolgi yeast -1.4, E coli WT exp -4.0, DAT uptake mod 1.58, S1P2 blocker -13.0 and Fibroblast inh 71.0.

Further structures:
`COC(=O)[C@H](C)NC(=O)Nc1ccc(OC(F)(F)F)cc1` gave S1P2 ag -1.4, H69AR inhibit 95.6, HUVEC prolif 384 88.3, PostGolgi ctrl 7.5, PostGolgi yeast 5.0, E coli WT exp 3.0, DAT uptake mod 0.424, S1P2 blocker 11.8 and Fibroblast inh 93.1.
CCCCOC(=O)C(C#N)c1nc2ccccc2nc1N1CCOCC1 (configuration not stated) was read as S1P2 ag -3.2, H69AR inhibit 69.9, HUVEC prolif 384 91.0, PostGolgi ctrl 37.1*, PostGolgi yeast 0.3, E coli WT exp 3.0, DAT uptake mod -0.146, S1P2 blocker -11.1 and Fibroblast inh 101.3.
For O=c1[nH][nH]c(C(F)(F)F)c1C=Nc1cccc(Cl)c1 the results were S1P2 ag -2.2, PostGolgi ctrl 10.9, PostGolgi yeast -1.1, E coli WT exp 4.0, DAT uptake mod 0.169 and S1P2 blocker 16.3.
Screening O=C(N/N=C(\c1ccccc1)c1cccnc1)C(O)(c1ccccc1)c1ccccc1 returned S1P2 ag -5.4, PostGolgi ctrl 9.3, PostGolgi yeast -0.2, E coli WT exp -11.0, DAT uptake mod -0.27 and S1P2 blocker 10.8.
Screening CC(=O)ON1C(C)(C)CC(OC(=O)c2ccccc2)CC1(C)C returned H69AR inhibit 91.5, HUVEC prolif 384 117.4, PostGolgi ctrl 9.4, PostGolgi yeast 4.3, E coli WT exp 6.0, DAT uptake mod 0.768 and Fibroblast inh 101.5.
COc1ccc(C(=O)C(c2ccccc2)N2CCOCC2)cc1 (configuration not stated) was read as S1P2 ag -4.5, H69AR inhibit 111.1, HUVEC prolif 384 102.9, PostGolgi ctrl 8.6, PostGolgi yeast -3.7, E coli WT exp 3.0, DAT uptake mod -0.403, S1P2 blocker 8.7 and Fibroblast inh 107.5.
`CCN(CC)C(=O)Nc1cnc2ccccc2c1` gave S1P2 ag -2.1, H69AR inhibit 88.8, HUVEC prolif 384 97.9, PostGolgi ctrl 32.7*, PostGolgi yeast 2.9, E coli WT exp -1.0, DAT uptake mod -0.0661, S1P2 blocker 3.8 and Fibroblast inh 98.0.
For CCCCn1c(=O)n(CC(=O)Nc2c(CC)cccc2CC)c(=O)c2c1nc(CO)n2CCC the results were S1P2 ag -1.9, H69AR inhibit 78.8, HUVEC prolif 384 97.6, PostGolgi ctrl 0.1, PostGolgi yeast 18.0, E coli WT exp 0.0, DAT uptake mod 0.0669, S1P2 blocker -15.2 and Fibroblast inh 105.3.
For CN(CC(=O)NCc1ccc(Cl)cc1)S(=O)(=O)c1cccc2nsnc12 the results were S1P2 ag -0.4, H69AR inhibit 88.3, HUVEC prolif 384 87.3, PostGolgi ctrl 2.0, PostGolgi yeast -3.9, E coli WT exp 6.0, DAT uptake mod 2.21, S1P2 blocker 28.7 and Fibroblast inh 102.2.
For Cc1ccc(NC(=O)C2=C(O)c3ccccc3N(C)S2(=O)=O)cc1 the results were S1P2 ag -5.8, PostGolgi ctrl 6.5, PostGolgi yeast 3.2, E coli WT exp -3.0, DAT uptake mod 2.2 and S1P2 blocker 20.8.
`S=C(NCc1ccccn1)Nc1ccc(Cl)c(Cl)c1` gave S1P2 ag -5.2, PostGolgi ctrl 20.6, PostGolgi yeast -1.3, E coli WT exp 5.0 and S1P2 blocker 46.6*.
For CCCCn1c(=N)n(CC(O)COc2ccccc2)c2ccccc21 (configuration not stated) the results were S1P2 ag -7.5, H69AR inhibit 78.2, HUVEC prolif 384 97.8, PostGolgi ctrl -0.1, PostGolgi yeast -1.0, E coli WT exp 10.0, DAT uptake mod -0.0278, S1P2 blocker 0.0 and Fibroblast inh 103.3.
Screening COC(=O)c1c(C)n(-c2ccc(C)cc2)c2ccc(O)cc12 returned S1P2 ag -5.6, H69AR inhibit 23.0*, HUVEC prolif 384 26.9*, PostGolgi ctrl 47.2*, PostGolgi yeast -8.3, E coli WT exp 0.0, DAT uptake mod 1.13, S1P2 blocker -16.7 and Fibroblast inh 88.0.
`COc1cccc(-c2nnc3n2N=C(C(C)(C)C)CS3)c1` gave S1P2 ag -8.2, H69AR inhibit 98.3, HUVEC prolif 384 35.5, PostGolgi ctrl 4.8, PostGolgi yeast 1.2, E coli WT exp 2.0, DAT uptake mod 0.608, S1P2 blocker 98.0* and Fibroblast inh 51.9.
`O=C(Nn1cnnc1)C1Cc2ccccc2CN1S(=O)(=O)c1ccc(F)cc1` (configuration not stated) gave S1P2 ag -4.8, H69AR inhibit 92.9, HUVEC prolif 384 100.1, PostGolgi ctrl -5.7, PostGolgi yeast 2.3, E coli WT exp 2.0, DAT uptake mod -0.421, S1P2 blocker -9.2 and Fibroblast inh 100.9.
